Bioassay records as filed in PubChem.
UTI89 phage lysis: inhibition of K1F phage lysis, E. coli UTI89, bacterial capsule biogenesis inhibitors, alamar blue (AID 488966); E. coli UTI89 K1F phage lysis, alamar blue, 2 h; higher % means a stronger effect; inhibition, % at 100 µM, or IC50 in µM where a hit was titrated; 340,000 compounds, 0.02% hits;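 active = phage lysis inhibition, versus mean bacterial control, above a set limit; inconclusive = no clear call, values can overlap the other calls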;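 note: capsule biogenesis inhibitors block K1F phage lysis so surviving cells raise fluorescence; higher fluorescence means more inhibition of phage lysis; actives were called in the ten point dose series up to 300 µM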
Dengue-2 NS5 capping: Dengue-2 NS5 methyltransferase inhibitors, primary screen, biochemical, confirmation dose response (AID 588689); 340,000 compounds, 0.3% hits; Dengue-2 NS5 methyltransferase capping enzyme assay, biochemical; higher % means a stronger effect; inhibition, % at 25 µM, or IC50 in µM where a hit was titrated; in the data active = a potency from the dose series; inconclusive = inhibition above about 29% without an active follow-up result
RSV antiviral HEp-2: RSV antiviral activity via CPE protection, HEp-2 cells, primary 10 µM value included (AID 2391); 310,000 compounds, 0.13% hits; HEp-2 cells, RSV-induced CPE inhibition; higher % means a stronger effect; CPE inhibition, % at 10 µM; hits with a dose series show IC50 in µM; in the data active = a potency from the dose series; inconclusive = CPE inhibition mostly from about 23% at the one dose, without a potency; inactive = the rest, 99 in 100 with CPE inhibition below about 21%; note: strong numbers were not always called active
MgcRacGAP inhibition: MgcRacGAP GTPase-activating activity inhibitors, confirmation, biochemical, ADP Hunter fluorescence | 340,000 compounds, 0.6% hits | inhibition, % at 30 µM; hits with a dose series show IC50 in µM | MgcRacGAP-stimulated Rac1 GTP hydrolysis, ADP Hunter fluorescence; higher % means a stronger effect; GST-tagged Rac1 F28L mutant substrate;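 active = first-screen hits whose inhibition reached a set limit at any dose in the follow-up dose series; inconclusive = inhibition above the set first-screen limit but never retested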;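 note: fluorescence reports GDP produced by GAP-driven GTP hydrolysis; strong numbers were not always called active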
NTR1 ag: NTR1-driven beta-arrestin-GFP spot formation – imaging, U2OS cells, high content, primary screen (AID 493036). P30989. agonist mode. activation, % at 20 µM. 330,000 compounds, 0.17% hits;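 active = activation at or above 40% of the spot to cytoplasm intensity ratio, with at least 20 cells analyzed; inconclusive = wells under 20 cells, flagged as cytotoxic or low count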;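 note: 0% = DMSO without peptide and 100% = 100 nM NTR1 peptide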
Target sequence (P30989 whole entry, looked up): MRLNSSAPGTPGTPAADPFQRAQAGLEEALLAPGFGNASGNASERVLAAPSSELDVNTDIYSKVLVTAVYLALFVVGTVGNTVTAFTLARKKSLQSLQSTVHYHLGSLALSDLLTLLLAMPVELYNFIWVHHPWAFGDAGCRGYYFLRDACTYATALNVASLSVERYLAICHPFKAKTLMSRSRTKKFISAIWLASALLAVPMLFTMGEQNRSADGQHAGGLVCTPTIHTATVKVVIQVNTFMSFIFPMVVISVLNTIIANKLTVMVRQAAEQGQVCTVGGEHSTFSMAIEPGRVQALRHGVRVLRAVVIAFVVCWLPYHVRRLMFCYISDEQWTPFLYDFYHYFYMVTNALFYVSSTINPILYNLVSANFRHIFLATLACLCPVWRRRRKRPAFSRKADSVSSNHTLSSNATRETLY
SV40 large T antigen: TAg ATPase/helicase activity blockers – biochemical (AID 1903). one-dose inhibition, % at 20 µM; IC50 in µM for titrated hits. SV40 large T antigen ATPase/helicase inhibition assay; higher % means a stronger effect. 310,000 compounds, 0.39% hits; in the data active = a potency from the dose series; inconclusive = inhibition mostly from about 32% at the one dose, without a potency; inactive = the rest, 99 in 100 with inhibition below about 32%; note: strong numbers were not always called active
West Nile virus CPE: inhibition of WNV-induced cytopathic effect – cell-based, CPE readout (AID 1621); one-dose CPE inhibition, % at 10 µM; IC50 in µM for titrated hits; West Nile virus-infected cells, CPE inhibition; higher % means a stronger effect; 290,000 compounds, 0.02% hits; in the data active = a potency from the dose series; inconclusive = CPE inhibition mostly from about 3.7% at the one dose, without a potency; inactive = the rest, 99 in 100 with CPE inhibition below about 2.2%; note: strong numbers were not always called active
PhoP inhibition: inhibitors of PhoP regulon expression, primary screen, Salmonella Typhimurium, GFP reporter (AID 1863) | 300,000 compounds, 0.16% hits | inhibition, % at 50 µM, or IC50 in µM where a hit was titrated | S. Typhimurium PhoP-regulated promoter GFP reporter, 4 h; higher % means a stronger effect;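 active = inhibition over 29.93%, a cutoff 3 SD above the screen mean, later confirmed by dose response; inconclusive = inhibition over 29.93% but no dose response follow-up; inactive = inhibition at most 29.93% or unconfirmed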;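 note: 0% = low Mg2+ inducing control and 100% = high Mg2+ repressing control; strong numbers were not always called active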
T cell HTS: modulates CD8 T cell binding to vesicles. 2C CD8+ T cell-vesicle binding, flow cytometry; hits give low values. calls only at 7 µM. 330,000 compounds, 0.068% hits;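 active = response, share of CD8 T cells binding vesicles, and their 90th percentile fluorescence all below set limits, cut at about 80% in these data, passing the limit was not always enough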
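Also added: QL9-peptide-loaded Drosophila micro-vesicles bearing Ld, ICAM-1 and B7-1; Test system: purified 2C TCR transgenic mouse naive CD8+ T cells; Measured by: cytometric PE anti-B7-1 and Alexa647 anti-CD8 signals after 1% paraformaldehyde fixation; Timing: binding step 1.5 h, 37 °C, antibody labelling 20 min, ice.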
T cell HTS vesicle-bound %: further read-out of T cell HTS, marked with its call; double positive events, %; measured here: CD8+ vesicle-bound cell fraction;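 binding gate set so that unloaded-vesicle control wells show 10% double positive cells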
NTR1 ag cell count 20 µM: further read-out of NTR1 ag, marked with its call; cell count; measured here: cell count, cytotoxicity flag
Dengue-2 NS5 capping pilot replicate: second read-out of Dengue-2 NS5 capping, no call of its own (marks repeat the call); inhibition, %; measured here: pilot screen replicate inhibition
An asterisk follows results filed as active; i = inactive; ? = inconclusive; nt = not tested or not shown; [ ] = another dose, or the depositor's remark.

SMILES	UTI89 phage lysis	Dengue-2 NS5 capping	RSV antiviral HEp-2	MgcRacGAP inhibition	NTR1 ag	NTR1 ag cell count 20 µM	SV40 large T antigen	West Nile virus CPE	PhoP inhibition	T cell HTS	T cell HTS vesicle-bound %	others
Cc1nc2nc(C)c(NS(=O)(=O)c3ccc(C(C)(C)C)cc3)c(=O)n2[nH]1	-0.4%	2%	0.7%	4%	-1.6	45	6%	-0.3%	9%	i	25
N#CCCN(C(=O)COC(=O)CNS(=O)(=O)c1ccc2ccccc2c1)c1ccccc1	0.9%[50 µM]	1%	0.9%	3%	-1.1	54	nt	nt	nt	i	26
CC(=O)Nc1cccc(NC(=O)CN2c3cccc4cccc(c34)S2(=O)=O)c1	0.7%[50 µM]	5%	0.2%	3%	-1.9	60	nt	nt	nt	i	33
C[C@@H](C(=O)Nc1ccc(OC(F)F)c(Cl)c1)N1C(=O)C2CC=CCC2C1=O (stereo not given in full)	-0.5%	-6%	nt	1%	3.4	68	nt	nt	nt	i	37
CCC(=O)N1CCN(c2ccc(NC(=O)COc3cccc(C)c3C)cc2)CC1	-0.6%	3%	7.2%	15%	-0.7	49	5%	0.2%	-6%	i	40
CCOc1ccccc1OCCCC(=O)OCC(=O)Nc1cccc(Cl)c1	0.0%	6%	1.9%	7%	0.1	73	4%	-0.2%	-1%	i	65
Nc1nc(N)c(C=Nc2ccc(Br)cc2)c(Nc2ccc(Br)cc2)n1	0.0%	1%	?	9%	59*	80*	1%	?	2%	i	63
CCCn1c(NC(=O)CCS(=O)(=O)c2ccc(C)cc2)nc2ccccc21	0.8%[50 µM]	-12%	-1.2%	7%	0.6	62	15%	nt	-8%	i	36
CCN(CC)S(=O)(=O)c1ccc2oc(SCC(=O)NC3CC3)nc2c1	-0.4%[50 µM]	6%	2.4%	8%	0.8	62	19%	0.2%	-3%	i	11
COc1ccccc1CCC(=O)N(Cc1ccccc1)c1c(N)n(Cc2ccccc2)c(=O)[nH]c1=O	0.0%	0%	1.9%	11%	-0.7	73	15%	0.1%	9%	i	14
CCS(=O)(=O)Nc1cccc(C2=NN(S(=O)(=O)CC)C(c3ccccc3)C2)c1 (stereo not given)	0.1%	-7%	0.7%	9%	-2.3	81	3%	-0.3%	1%	i	63
CC1CN(C(=O)c2ccc(S(=O)(=O)Nc3cccc(C(F)(F)F)c3)cc2)CC(C)O1 (stereo not given)	-1.2%	-1%	2.9%	3%	-1.5	46	5%	nt	-1%	i	56
CCOc1ccc(OCCCCn2cnc3ccccc3c2=O)cc1	0.3%	-3%	15%	2%	0.2	47	0%	-1.2%	-7%	i	29
Cc1cc(Nc2nc3ccccc3[nH]c2=O)n(-c2ccccc2)n1	0.3%	-9%	37%	-4%	9.7	60	5%	nt	-10%	i	58
O=C(NC(Nc1nc2ccccc2s1)(C(F)(F)F)C(F)(F)F)c1ccccc1	0.1%	-1%	1.4%	3%	-1.3	87	26%	-0.2%	-3%	i	15
COc1ccccc1NS(=O)(=O)c1cc(NC(=O)CCNC(C)=O)ccc1C	-2.8%	-7%	0.5%	5%	0.7	58	14%	-0.4%	-4%	i	40
CCOC(=O)C1=C(O)/C(=C/c2ccc(OCC(=O)O)c(OCC)c2)SC1=Nc1ccc(OC)cc1	-9.6%	14%	0.0%	9%	3.5	51	12%	-0.4%	0%	i	49
CCc1nnc(NC(=O)CSc2nnc(-c3cccnc3)n2C)s1	nt	nt	-0.6%	nt	1.7	42	3%	0.2%	-8%	i	31
CC(=O)Nc1ccc(NC(=O)CN(C)S(=O)(=O)c2ccc3c(c2)CCC(=O)N3)cc1	-0.7%	-5%	0.8%	10%	0.3	78	12%	-0.2%	-7%	i	12
NC(=O)c1ccsc1NC(=O)COC(=O)COc1ccccc1F	-2.3%	-2%	1.7%	2%	0.4	55	2%	0.0%	8%	i	32
COC(=O)c1[nH]c2cc(C)ccc2c1NC(=O)CN1CCN(c2ccccc2OC)CC1	0.1%	-2%	9.0%	13%	4.1	33	11%	0.1%	-11%	i	30
CC(C)c1ccc(NC2CCCN(C(=O)c3ccoc3)C2)cc1 (stereo not given)	0.8%	-9%	9.1%	5%	1.8	44	17%	-0.3%	5%	i	22
CCN(CC(=O)NCc1ccc(F)cc1)C(=O)C1CCN(S(=O)(=O)c2ccc(C(C)C)cc2)CC1	1.7%[50 µM]	1%	nt	2%	3.1	58	nt	nt	nt	nt	nt
CC(C)c1ccc(NC(=O)C2CCN(C(=O)[C@@H]3Cc4ccccc4CN3)CC2)cc1	1.3%	-1%	7.5%	1%	0.1	64	5%	0.4%	3%	i	60
O=C(CN1CCCCC1)N/N=C/c1ccccc1OCc1ccccc1	2.5%	-1%	5.0%	7%	2.2	29	3%	-0.3%	-3%	i	25
Cc1ccc(CNC(=S)NCc2ccncc2)cc1	-0.3%	2%	6.8%	4%	-0.1	23	11%	-0.7%	6%	i	14
COc1ccc(OC)c(-c2cc(C(=O)N3CCCc4ccccc43)no2)c1	4.6%	-9%	9.9%	5%	0.2	60	2%	0.0%	-22%	i	10
CCOc1ccc(C(=O)Nc2cc(C)on2)cc1	-1.0%	-6%	1.1%	5%	-2.9	119	2%	0.1%	-2%	i	39
Cc1cccc(NC(=O)CNC(=O)COC(=O)c2ccc(C(C)(C)C)cc2)c1C	-0.5%[50 µM]	1%	-0.1%	2%	10	57	nt	nt	nt	i	40
Nc1nonc1C(=O)NCCNCc1c(OCc2ccccc2F)ccc2ccccc12	?	2%	-0.1%	2%	3.0	75	3%	-1.1%	6%	i	3
CC1Cc2ccccc2N1S(=O)(=O)c1cccc(C(=O)N2CCCCC2)c1 (stereo not given)	1.1%[50 µM]	4%	nt	0%	0.8	65	nt	nt	nt	nt	nt
COc1cc2c(=O)n(-c3ccc(C)cc3)c(=O)n(CC(=O)c3ccc4c(c3)OCO4)c2cc1OC	1.1%	1%	1.7%	-1%	1.5	72	2%	0.4%	8%	i	38
COCCn1c(SCC(=O)Nc2nnc(C)s2)nnc1-c1c[nH]c2ccccc12	-1.7%	0%	0.7%	9%	1.2	64	13%	0.6%	5%	i	37
CCOC(=O)c1c(C)[nH]c(C(=O)OCC(=O)N2CCc3ccccc32)c1C	0.7%	-3%	3.8%	6%	-1.8	60	-2%	nt	-4%	i	50
C=CCC[C@H](Cc1ccc(F)cc1)C(=O)OC[C@H](Cc1c[nH]c2ccccc12)NC(=O)[C@@H](CC=C)CC(=O)N[C@H](CO)Cc1ccccc1	-0.1%	-5%	nt	5%	13	58	nt	nt	nt	i	23
O=C(Nc1nc2ccc(S(=O)(=O)N3CCCCC3)cc2s1)c1ccncc1	-0.1%	-2%	4.2%	5%	-2.0	88	-2%	0.5%	2%	i	51
O=C(CSc1ccc2c(c1)OCCO2)NCc1ccco1	0.9%	-6%	0.6%	16%	-0.8	62	6%	0.3%	-1%	i	37
Cc1cccc(N2CCN(CC(=O)NCc3ccccc3)CC2)c1C	0.3%	3%	7.1%	3%	0.2	68	21%	-1.6%	2%	i	46
COc1ccc(-n2c(=O)c3ccccc3n(CC(=O)Nc3cccc(OC)c3)c2=O)cc1	-0.1%	-5%	-3.1%	7%	0.2	52	2%	0.2%	-4%	i	23
CC(C)[C@@H](NC(=O)C1CCN(C(=O)[C@@H]2CCCN2C(=O)OC(C)(C)C)CC1)C(=O)NCc1ccc(F)cc1	1.0%	2%	2.3%	-3%	-1.6	98	nt	-0.4%	nt	i	12
COc1ccccc1NS(=O)(=O)N(C)C	0.2%	1%	2.1%	11%	-1.1	49	4%	0.3%	27%	i	11
Cc1ccccc1C(=O)N(C)c1ccccc1C(=O)NCc1ccccc1	0.0%	5%	1.7%	7%	-0.3	62	5%	0.0%	-2%	i	62
CN(C)c1ccc(NC(=S)N2CCN(c3ncc(C(F)(F)F)cc3Cl)CC2)cc1	-0.3%	-3%	nt	6%	2.0	43	9%	-0.3%	-6%	i	32
N=c1sc2ccccc2n1-c1ccccc1	-0.4%	-12%	1.1%	8%	11	71	14%	-0.4%	5%	i	8
CC[C@@]1(C(=O)OC)N[C@H](CN(C)C(=O)Nc2ccc(OC)cc2)[C@@H]2C(=O)N(C)C(=O)[C@@H]21	0.4%	0%	nt	6%	0.9	50	nt	nt	nt	i	8	Dengue-2 NS5 capping pilot replicate=0.6
Cc1cccc(NC(=S)N(CCN(C)C)Cc2cc3cc(C)cc(C)c3[nH]c2=O)c1	1.9%	-6%	-0.9%	3%	nt	nt	7%	-0.8%	-13%	i	36
CCOc1ccc(-n2c(SCc3ccc([N+](=O)[O-])cc3)nnc2-c2ccccc2)cc1	2.4%	-7%	9.5%	4%	5.1	50	-1%	-1.0%	-6%	i	43
CN(C1CCCCC1)S(=O)(=O)c1ccc2c(c1)c(=O)c(C(=O)NCCN1CCCC1)cn2C	4.0%	6%	-0.8%	-3%	2.9	59	7%	-0.4%	9%	i	43
O=C(Nc1cccnc1)c1ccc([N+](=O)[O-])o1	-0.1%	0%	3.4%	5%	1.8	48	2%	3.1%	6%	i	23
COc1ccc(C(=O)N2CCC3(CC2)NCCc2[nH]cnc23)cc1OC	0.2%	-2%	-0.2%	9%	-1.0	39	nt	0.4%	5%	i	19

Later entries
SMILES	UTI89 phage lysis	Dengue-2 NS5 capping	RSV antiviral HEp-2	MgcRacGAP inhibition	NTR1 ag	NTR1 ag cell count 20 µM	SV40 large T antigen	West Nile virus CPE	PhoP inhibition	T cell HTS	T cell HTS vesicle-bound %	others
O=C(c1cccs1)n1nc(-c2cccnc2)nc1NCc1ccco1	0.3%	8%	nt	10%	nt	nt	-3%	0.0%	2%	nt	nt
Cc1noc2ncnc(N3CCCCC3)c12	-0.2%	6%	1.3%	8%	-1.3	30	15%	-0.9%	4%	i	32
O=C(CCn1c(=O)oc2ccccc21)Nc1ccc2c(c1)OCCO2	2.8%	-2%	-0.3%	5%	-0.9	60	9%	-0.1%	0%	i	42
Cc1c(NC(=S)NC(NC(=O)CC(C)C)C(Cl)(Cl)Cl)c(=O)n(-c2ccccc2)n1C (stereo not given)	1.9%	-12%	1.1%	3%	-2.0	64	-1%	0.1%	-4%	i	42
